# Bioassay records from PubChem BioAssay.
# D1 PAM: Potentiators of Human D1 Dopamine Receptor: qHTS; D(1A) dopamine receptor (Homo sapiens), P21728; HEK293 TREx D1 cells, calcium flux, dopamine EC20 potentiation; potentiation, % at 10 µM; hit rate 0.036% among 360,000; AID 504651, 2011; in the data active means potentiation above about 30%; further: 0% is about no effect
# GRP78 ERSR act: qHTS for Inducers of the Endoplasmic Reticulum Stress Response (ERSR) in Human Glioma: qHTS | Potency, µM, without a hit: top-dose activation, actives largely listed as activators | hit rate 0.02% among 420,000 | U87-MG GRP78 promoter luciferase reporter, 16 h; further: potency means the concentration at half of the fitted maximal effect; series mostly up to about 76 µM; % of control where 0% means no effect; nearly all actives have a fitted effect of over 35% in size
#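 Stably transfected U87-MG glioma cells carrying a GRP78-based luciferase sensor; 16 h compound incubation. Luminescence end-point read 10 min after Bright-Glo addition at room temperature.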
# Vif-APOBEC3F blk: qHTS for Inhibitors of Vif-A3F Interactions: qHTS | HeLa A3F-eYFP + Vif (tagged APOBEC3F with the HIV-1 protein that degrades it), YFP fluorescence increase | Potency, µM (highest dose often 46.1 µM), for inactives: at the highest dose activity, negative = active | hit rate 0.2% among 390,000; further: potency means the concentration at half of the fitted maximal effect; % of control where 0% means no effect; nearly all actives have a fitted effect of over 65% in size
#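 HeLa cells stably expressing A3F-eYFP plus Vif, plated and incubated overnight at 37 deg C, then exposed to compounds overnight at 37 deg C. Blocked degradation read as raised yellow fluorescence (Ex 488/Em 500-530).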
# D2 potentiator: HTS Assay for Positive Allosteric Modulators of the Human D2 Dopamine Receptor: Primary Screen for Potentiators. D(2) dopamine receptor (Homo sapiens), P14416. HEK293 T-REx D2, calcium flux, EC20 dopamine potentiation. potentiation, % at 10 µM. hit rate 0.34% among 340,000. AID 485347, 2010;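 active means potentiation over 3 SD above the plate norm, cut at about 30% in these data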; further: 0% is about no effect
# Target sequence (P14416 whole entry, looked up): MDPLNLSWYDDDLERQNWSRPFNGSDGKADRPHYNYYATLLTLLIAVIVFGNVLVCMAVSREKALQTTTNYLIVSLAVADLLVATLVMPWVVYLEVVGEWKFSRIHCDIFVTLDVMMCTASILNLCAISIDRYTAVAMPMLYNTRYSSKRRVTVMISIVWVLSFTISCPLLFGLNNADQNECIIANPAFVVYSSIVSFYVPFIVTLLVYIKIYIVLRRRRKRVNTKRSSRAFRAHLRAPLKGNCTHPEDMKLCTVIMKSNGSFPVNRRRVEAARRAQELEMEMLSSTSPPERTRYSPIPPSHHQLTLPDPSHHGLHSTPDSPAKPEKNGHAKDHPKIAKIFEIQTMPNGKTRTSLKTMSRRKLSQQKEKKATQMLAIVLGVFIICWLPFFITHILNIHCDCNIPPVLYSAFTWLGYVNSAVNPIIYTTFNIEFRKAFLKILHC
#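 Potentiation of an EC20 dopamine calcium response measured kinetically over 180 s, after a preceding 180 s compound-only read flagging agonists. Cells: inducible Hek293 Trex D2 line, 4000/well, cultured overnight at 30 C before dye loading.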
# Vif-APOBEC3G blk: qHTS for Inhibitors of Vif-A3G Interactions: qHTS | DNA dC->dU-editing enzyme APOBEC-3G (Homo sapiens), Q9HC16 | HeLa A3G-eYFP + Vif (tagged APOBEC3G with the HIV-1 protein that degrades it), YFP fluorescence, overnight | Potency, µM (highest dose often 46.1 µM), for inactives: at the top dose activity, negative = active, hits mostly inhibitors | hit rate 0.076% among 410,000 | AID 602310, 2012;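 further: potency means the concentration at half of the fitted maximal effect; on the % scale 0 is the no-effect control and ±100 the full control effect; nearly all actives have a fitted effect of over 60% in size; hits raise eYFP signal because A3G escapes Vif-driven loss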
# Target sequence (Q9HC16 whole entry, looked up): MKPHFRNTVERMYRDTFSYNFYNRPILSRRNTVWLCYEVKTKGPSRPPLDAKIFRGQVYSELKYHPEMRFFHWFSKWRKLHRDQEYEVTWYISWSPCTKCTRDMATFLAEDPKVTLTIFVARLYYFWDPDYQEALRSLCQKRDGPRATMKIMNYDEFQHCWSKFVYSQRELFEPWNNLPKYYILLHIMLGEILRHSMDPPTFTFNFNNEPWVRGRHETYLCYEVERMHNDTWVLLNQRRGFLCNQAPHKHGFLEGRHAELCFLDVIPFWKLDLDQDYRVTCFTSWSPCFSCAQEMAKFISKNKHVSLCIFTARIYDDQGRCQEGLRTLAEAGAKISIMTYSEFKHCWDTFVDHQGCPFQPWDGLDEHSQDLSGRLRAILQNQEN
#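 HeLa cells stably expressing Vif and C-terminally eYFP-tagged A3G, seeded overnight at 37 deg C, then exposed to compound by pintool overnight at 37 deg C. Rise in yellow fluorescence (Ex 488/Em 500-530, Acumen) marks blocked Vif-driven A3G degradation.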
# D1 antag: Antagonist of Human D 1 Dopamine Receptor: qHTS; D(1A) dopamine receptor (Homo sapiens), P21728; HEK293 TREx D1 cells, calcium flux, dopamine EC80; active compounds read low; activity change, negative = inhibition, % at 10 µM; hit rate 3.2% among 360,000; AID 504652, 2011; in the data active means activity change below about -30%; further: on the % scale 0 is the no-effect control and ±100 the full control effect
#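 Tetracycline-induced HEK293 Trex D1 cells, force-coupled to calcium, dye-loaded; compounds added and read 180 s, then EC80 dopamine added and calcium flux tracked kinetically another 180 s.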
# D1 agonist: Allosteric Agonists of the Human D1 Dopamine Receptor: qHTS | HEK293 T-REx D1 cells, calcium flux, agonist mode | hit rate 1% among 360,000 | D(1A) dopamine receptor (Homo sapiens), P21728 | activation, % at 2 µM; in the data active means activation above about 30%; further: 0% is about no effect
#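 Agonism was scored from calcium flux recorded over 180 s (1 read/s) after pintool compound addition, following a 10-cycle baseline. Cells were inducible force-coupled HEK293 TREx D1, plated overnight at 30 C and loaded with no-wash calcium dye.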
# RXFP1 antag: qHTS Assay for Antagonists of the Relaxin Receptor RXFP1 | Relaxin receptor 1 (Homo sapiens), Q9HBX9 | HEK293-RXFP1, relaxin-stimulated cAMP HTRF, 30 min; active compounds read low | activity change, negative = inhibition, % at 57.5 µM | hit rate 0.59% among 350,000;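 active means activity change of -60% or lower, but not beyond a set lower limit; inconclusive means change between -60% and -40%, or beyond the set limit; inactive means change above -40%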; further: on the % scale 0 is the no-effect control and ±100 the full control effect
# RXFP1 ag: qHTS Assay for Agonists of the Relaxin Receptor RXFP1 | Relaxin receptor 1 (Homo sapiens), Q9HBX9 | HEK293T-RXFP1 cAMP TR-FRET, 30 min; response scale: percent of porcine relaxin response, buffer zero | Potency, µM (highest dose often 57.5 µM), for the others: at the top dose activation, actives largely listed as activators | hit rate 0.3% among 370,000; further: potency means the concentration at half of the fitted maximal effect; on the % scale 0 is the no-effect control and ±100 the full control effect; nearly all actives have a fitted effect of over 60% in size; many of its hits are not listed in these tables
#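 cAMP rise read by TR-FRET after 30 min, 37C compound exposure (up to 58 uM) in RXFP1-transfected HEK293 cells with Ro 20174 present. EC50 from Hill-equation fits, with 29 nM porcine relaxin as 100% and buffer as basal.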
# * = called active by the depositor; ? = inconclusive; . = no result given; & = joins results of further samples. Unless noted, the call rests on the fitted dose curve; in most records, active means well fitted curve in the direction sought with a large enough effect; inconclusive means small, poorly fitted or top-dose-only effect, or another doubt; inactive means no such curve, though single readings can be large; an effect the other way counts as inactive or inconclusive.
SMILES,D1 PAM,GRP78 ERSR act,Vif-APOBEC3F blk,D2 potentiator,Vif-APOBEC3G blk,D1 antag,D1 agonist,RXFP1 antag,RXFP1 ag
COc1ccccc1C(O)P(=O)(OC(C)C)c1ccc(N(C)C)cc1 (stereo not drawn),3,-4%,-3%,-3,0%,5,0,-2,-1.5%
CNC(=S)NNC(=O)c1sccc1OCc1cccc(C(F)(F)F)c1,-1,-3%,4%,1,2%,-10,13,10,-0.6%
CCOC(=O)Cn1c(=N)n(Cc2ccc(C(C)(C)C)cc2)c2ccccc21,-1,-5%,-11%,1,-7%,1,48*,-6,-0.6%
COc1ccc(C(=O)NCCc2cc3ccc(C)c(C)c3[nH]c2=O)cc1OC,-1,4%,11%,-2,0%,2,3,-9,1.8%
O=c1[nH][nH]c(=O)c2cc([N+](=O)[O-])ccc12,-1,-2%&-3%,6%&2%,5,-7%&0%,.,2,-12,0.1%
COc1ccc(S(=O)(=O)NCc2ccc(C(=O)NCc3ccccc3)cc2)cc1,0,-2%,-4%,18,3%,5,1,.,5.9%
CC(=O)Nc1ccc(NC(=O)COC(=O)C2(c3ccc(Cl)cc3)CCCC2)cc1,-1,-2%,-5%,2,-4%,-6,6,-20,-1.1%
COc1ccc(-n2c(=O)c3ccccc3n(CC(=O)c3ccccc3)c2=O)cc1OC,-6,-2%,1%,7,1%,-6,5,0,-0.3%
CCCSc1oc(-c2ccco2)nc1S(=O)(=O)c1ccccc1,-5,0%,-22%,10,2%,3,18,24,2.6%
COC(=O)c1cccc(NC(=O)COc2cccc([N+](=O)[O-])c2)c1,2,9%,0%,.,0%,-18,9,6,1.3%
O=Cc1ccc(OCc2cn3ccccc3n2)cc1,-7,-2%,1%,1,2%,5,-1,-1,2.0%
O=C(NC(N1CCCCCC1)C(Cl)(Cl)Cl)c1ccccc1Cl (stereo not drawn),-6,-4%,2%,.,-1%,-10,4,5,0.7%
C=CCn1c(SCC(=O)NC2CC2)nc2sc(CC)cc2c1=O,-2,0%,-4%,-1,11%,-16,2,-4,1.9%
COc1ccc2c(c1)c1c(c(=O)n(-c3ccccc3C)c(=O)n1CC(=O)Nc1c(C)cccc1C)n2C,-1,-4%,1%,2,3%,2,0,.,8.4%
CCOc1ccc(NC(=O)C2CCCN2S(=O)(=O)c2ccc(OCC)cc2)cc1 (stereo not drawn),-1,-3%,-31%,7,-3%,-18,-1,0,2.3%
CCCCc1nc2ccccc2c(=O)n1NC(=O)c1c(O)c2c(n(CC(C)C)c1=O)CCCC2,9,0%,3%,-4,-1%,-2,2,0,-0.3%
CCN(CC)C(=O)CC(c1cc(OC)c(OC)c(OC)c1)c1c(OC)cc(OC)c2ccc(=O)oc12 (stereo not drawn),1,-3%&-5%,-5%,.,-1%&1%,-7,3,.,0.0%
COC(=O)c1cc(=O)n(Cc2cccs2)c(=Nc2ccc(F)cc2)s1,-4,?,?,6,?,-6,1,-11,-1.0%
COc1ccc(Cl)cc1NC(=O)c1noc2c1CCc1ccccc1-2,1,0%,-5%,-3,-2%,-3,2,-5,3.2%
CCn1cc(/C=C(\NC(=O)c2cc(OC)c(OC)c(OC)c2)C(=O)N2CCOCC2)c2ccccc21,.,-2%,4%,.,2%,.,.,-12,.
COc1ccc(NS(=O)(=O)c2ccc3[nH]c4c(c3c2)CCCCCC4)cc1,-2,14%,2%,-6,?,9,0,-21,2.9%
Cn1c(=O)c2c(-c3ccccc3)n(-c3cccc(C#N)c3)cc2n(C)c1=O,-1,-2%,8%,2,1%,3,1,-13,-0.3%
CC1CCC(NC(=O)c2cc(S(=O)(=O)N(C)C)ccc2N2CCCC2)CC1 (stereo not drawn),0,0%,6%,6,-1%,31,-4,-27,3.3%
COCC(=O)Nc1c(C(=O)Nc2ccc(C)cc2)oc2ccccc12,0,1%,-6%,-3,1%,12,3,.,4.1%
COc1ccc(NC(=O)c2c(N)c(C(=O)c3ccc(C)cc3)n3ccccc23)cc1OC,-2,.,.,-4,.,-13,1,-8,1.5%
CCc1ccc(N(CC(=O)NC(C)C)C(=O)CCC(=O)Nc2ccccn2)cc1,3,-3%,0%,6,1%,7,2,1,1.1%
Cc1nc(N2CCN(C)CC2)c2cc(-c3ccccc3)sc2n1,-5,2%,1%,-25,6%,1,2,-8,2.2%
COc1ccc(CNC(=O)c2cc(-n3cnnc3)ccc2Cl)cc1,1,-4%,-5%,8,-3%,7,-2,1,1.1%
CN=C(Nc1cc(C)nn1CCC#N)c1ccccc1,-8,0%,-1%,13,-2%,0,1,-16,0.6%
COc1cccc(CNC(=O)CCNC(=O)c2ccc(Br)o2)c1,0,-8%,4%,5,-8%,3,1,8,-0.3%
C/C(=N\N1CCN(c2ccc(Cl)cc2)CC1)c1cccc([N+](=O)[O-])c1,-5,-4%,4%,-6,2%,.,-1,-5,-0.7%
NS(=O)(=O)c1ccc(CNC(=O)c2ccc(C(=O)c3ccccc3)cc2)cc1,.,-1%,10%,.,2%,.,.,-20,.
CC(C)CCOP(=O)(c1ccc(N(C)C)cc1)C(O)c1ccccn1 (stereo not drawn),4,-3%,1%,-5,-5%,-5,0,-9,0.3%
CC1CCc2c(sc(NC(=O)C3c4ccccc4Oc4ccccc43)c2C#N)C1 (stereo not drawn),0,-4%,-3%,8,-20%,5,0,.,4.8%
COc1ccccc1Nc1nc(-c2cccc([N+](=O)[O-])c2)cs1,-8,1%,-13%,3,-6%,-10,6,8,-1.3%
O=c1[nH]c(C(F)(F)F)nc2ccccc12,-5,-3%,0%,-1,1%,-5,2,-4,0.0%
COCCCNC(=O)CCn1c(=O)c2ccccc2n(CC(=O)Nc2ccccc2C)c1=O,-2,-2%,4%,3,-5%,2,2,-9,0.2%
COc1ccc(C(C(=O)NC2CCCC2)N(C(=O)c2snc(C(N)=O)c2N)C2CCCC2)cc1OC (stereo not drawn),-2,-6%,-8%,3,2%,8,1,7,-0.1%
CCOc1ccc(OCC)c(NS(=O)(=O)c2cn(C)cn2)c1,-1,-2%,-9%,2,-2%,-3,5,8,0.1%
Cc1ccccc1CN(C)C1CCN(C)CC1,-4,-2%,7%,-9,-1%,-23,5,6,0.5%
Cc1cccc(C)c1NC(=O)c1ccc2nc(CCc3ccccc3)oc2c1,-2,-5%,1%,1,2%,-17,16,-15,1.4%
C/C(N)=C(/C#N)C(=O)COC(=O)c1ccc(C)c(S(=O)(=O)N2CCCCC2)c1,-1,-2%,4%,5,-4%,-11,0,-1,7.2%
O=C(CCC(=O)c1cccs1)Nc1nnc(C2CC2)s1,-5,-3%,0%,-5,0%,-22,3,-10,4.6%
COc1ccc2c(CC(=O)Nc3ncc(C)s3)coc2c1,-3,5%,11%,5,6%,-6,4,-19,3.6%
O=C(O)/C=C/C(=O)Nc1nc(-c2ccc3ccccc3c2)cs1,.,-3%,3%,.,3%,.,.,-5,.
CC(C)C(=O)N(c1ccc2oc(=O)sc2c1)S(=O)(=O)c1ccccc1,-2,-4%,-1%,1,0%,.,1,-3,2.8%
COc1cc(/C=N/NC(=O)c2cccnc2)ccc1OC(=O)c1ccc2c(c1)OCO2,-5,-2%,-3%,13,-2%,11,7,-8,2.0%
CCCC1C(C#N)=C(N)Oc2cc(C)n(C)c(=O)c21 (stereo not drawn),-6,-2%,1%,-13,0%,-4,2,1,-0.2%
O=C(NCC(c1ccco1)N1CCc2ccccc21)c1cccc(F)c1 (stereo not drawn),-4,-3%,-17%,-1,-8%,-12,0,-7,-0.3%
Cc1cc(C)cc(OCCn2nnc3ccccc32)c1,0,8%,1%,11,5%,5,5,-4,0.2%
COC(=O)c1ccccc1NC(=O)CN1C(=O)CSC1=O,-3,-6%,-10%,-2,1%,7,1,-5,-0.4%
CC1(C)NC(=O)N(CCC(=O)Nc2cc(C(F)(F)F)ccc2Cl)C1=O,.,-1%,-2%,.,-5%,.,.,0,.
CC1=Nc2ccc(Br)cc2C(c2ccccc2)N1CC(=O)O (stereo not drawn),-5,5%,6%,-7,2%,1,1,-4,0.2%
CC(OC(=O)c1cc[n+]([O-])cc1)C(=O)NCc1ccccc1 (stereo not drawn),-4,-5%,7%,15,1%,8,-1,-9,-2.2%
Cc1cccc(NC(=O)N(Cc2nc3ccccc3c(=O)[nH]2)C2CCCC2)c1,1,7%,3%,.,2%,12,0,-1,2.8%
O=C(Nc1ccccc1)C1CCCN1S(=O)(=O)c1cccs1 (stereo not drawn),3,-1%,6%,-3,3%,-15,0,8,1.1%
CCOC(=O)C(C(C)=O)C(c1ccc(OCCC(C)C)cc1)C(C(C)=O)C(=O)OCC (stereo not drawn),-6,-1%,-8%,-6,-1%,9,21,4,1.7%
NC(=O)c1c(NC(=O)CSc2nnc(-c3ccccc3)n2CC2CCCO2)sc2c1CCC2 (stereo not drawn),-3,-3%,-4%,.,3%,5,3,3,-0.4%

# Some of the entries so far, bar-delimited.
smiles | D1 PAM | GRP78 ERSR act | Vif-APOBEC3F blk | D2 potentiator | Vif-APOBEC3G blk | D1 antag | D1 agonist | RXFP1 antag | RXFP1 ag
COC(=O)c1cccc(NC(=O)COc2cccc([N+](=O)[O-])c2)c1 | 2 | 9% | 0% | . | 0% | -18 | 9 | 6 | 1.3%
CCOc1ccc(NC(=O)C2CCCN2S(=O)(=O)c2ccc(OCC)cc2)cc1 (stereo not drawn) | -1 | -3% | -31% | 7 | -3% | -18 | -1 | 0 | 2.3%

# The list is partial; the hit share may differ from the screen's.
